TrxR1 substrate – rat thioredoxin reductase 1 substrate activity. O89049. purified TrxR1 substrate turnover, NADPH consumption readout. Potency, µM (series often up to 114 µM), for inactives: at the top dose activity change, negative = substrate turnover. 390,000 tested, 0.01% active. AID 588456; further: potency means the concentration at half of the fitted maximal effect; on the % scale 0 is the no-effect control and ±100 the full control effect; nearly all actives have a fitted effect of over 50% in size
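Rat TrxR1, dispensed at 90 nM, was prereduced with 400 uM NADPH (final) for 5 min at ~22 deg C, then incubated with compound 15 min before 400 uM selenite. A first-read NADPH fluorescence drop versus no-compound background flagged substrates.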
GLS inhibitor – inhibitors of human glutaminase (GLS). 410,000 tested, 0.21% active. Potency, µM (highest dose often 45.5 µM), for the others: at the top dose activity change, negative = inhibition, hits mostly inhibitors. AID 624170. O94925. GLS enzymatic activity, qHTS titration; further: potency means the concentration at half of the fitted maximal effect; on the % scale 0 is the no-effect control and ±100 the full control effect
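Read-out is an Amplex red fluorescence increase coupled through glutamate oxidase and HRP, measured before and after 30 min room-temperature incubation. hKGA is in 45 mM KH2PO4 (pH 8.2) with 0.02% Tween-20; glutamine added as 1mM solution.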
Pin1 inh – human Pin1 inhibition; AID 504891; Pin1 FP peptide displacement, HiFluor488, 10 min; Potency, µM (highest dose often 115 µM), for the others: at the highest dose activity, negative = inhibition, usual class: inhibitors; 390,000 tested, 0.009% active; active means well fitted inhibition curve with a large enough effect in the polarisation, with a control signal flat, not every such curve was filed as active; inconclusive means small, poorly fitted or top-dose-only effect, or effect the other way, or a change in a side signal; inactive means no such curve, though single readings can be large or run the other way; the % refers to the polarisation; further: potency means the concentration at half of the fitted maximal effect; on the % scale 0 is the no-effect control and ±100 the full control effect
Target sequence (Q13526 whole entry, looked up): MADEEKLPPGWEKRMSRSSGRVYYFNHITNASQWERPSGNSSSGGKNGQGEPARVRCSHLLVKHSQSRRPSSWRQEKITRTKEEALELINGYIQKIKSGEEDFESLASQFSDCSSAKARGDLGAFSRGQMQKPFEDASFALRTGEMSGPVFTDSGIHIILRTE
HP1b chromo inh – blocks HP1-beta chromodomain binding to methylated histone tails; P83916; AlphaScreen HP1-beta / biotin-H3K9me3 peptide binding; Potency, µM (series often up to 114 µM), inactives show at the top dose activity change, negative = inhibition, hits mostly inhibitors; 390,000 tested, 0.56% active; further: potency means the concentration at half of the fitted maximal effect; nearly all actives have a fitted effect of over 70% in size; inactives centre near 23
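AlphaScreen: HP1-beta (50 nM) preformed 30 min with biotin-H3(1-18)K9me3 peptide (50 nM) in PBS pH 7.4, 0.01% Tween-20. Compound added for 30 min at RT, then streptavidin donor/nickel chelate acceptor beads (10 ug/mL) for 30 min.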
USP1 inh – USP1/UAF1 (human) deubiquitinase inhibition | O94782 | recombinant USP1/UAF1, Ub-Rhodamine cleavage fluorescence | Potency, µM (doses to about 57.1 µM), without a hit: at the top dose activity change, negative = inhibition, usual class: inhibitors | 390,000 tested, 0.23% active; further: potency means the concentration at half of the fitted maximal effect; on the % scale 0 is the no-effect control and ±100 the full control effect; nearly all actives have a fitted effect of over 60% in size; inactives centre near -12
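1 nM enzyme complex + cpd, 15 min RT; start with Ub-Rho 150nM final; kinetic fluorescence ex 480/em 540, 6 reads q60 s. Buffer 50mM HEPES pH 7.8, 0.5mM EDTA, 0.1 mg/ml BSA, 1mM TCEP, 0.01% Tween-20.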
PI4K2A inh – blocks human PI4K2A kinase activity; purified PI4K2A, ADP-Glo luminescence, 1 h; active compounds read low; activity change, negative = inhibition, % at 76.9 µM; 420,000 tested, 0.13% active; AID 1346378; in the data active means activity change below about -50%; inconclusive means mostly about -30% to -49%;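 further: -100% = wells without enzyme as full effect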
Target sequence (Q9BTU6 whole entry, looked up): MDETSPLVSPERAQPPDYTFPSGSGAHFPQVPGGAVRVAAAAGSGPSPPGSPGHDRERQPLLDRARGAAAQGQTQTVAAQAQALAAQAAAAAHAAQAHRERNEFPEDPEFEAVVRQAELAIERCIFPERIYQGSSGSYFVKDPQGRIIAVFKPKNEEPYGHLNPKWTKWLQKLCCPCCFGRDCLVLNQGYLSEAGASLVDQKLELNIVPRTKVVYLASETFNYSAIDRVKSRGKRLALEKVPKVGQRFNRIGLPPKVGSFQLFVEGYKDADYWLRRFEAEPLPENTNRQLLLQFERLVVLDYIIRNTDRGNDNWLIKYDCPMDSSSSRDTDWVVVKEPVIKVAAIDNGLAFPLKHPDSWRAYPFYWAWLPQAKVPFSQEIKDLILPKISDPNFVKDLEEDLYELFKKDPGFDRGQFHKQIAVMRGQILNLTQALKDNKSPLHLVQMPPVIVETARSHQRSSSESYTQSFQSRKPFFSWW
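In this quantitative HTS, ADP production by PI4K2A was quantified luminescently after 1 h at ambient temperature; 100 microM adenosine served as plate-quality control.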
mIDH1 inhibitor – human IDH1 R132H inhibition | AID 602179 | Potency, µM (titrated, usually from 76.6 µM), without a hit: at the top dose activity change, negative = inhibition, most hits filed as inhibitors | IDH1-R132H enzyme, NADPH consumption, diaphorase/resazurin fluorescence | O75874 | 390,000 tested, 0.093% active; further: potency means the concentration at half of the fitted maximal effect; on the % scale 0 is the no-effect control and ±100 the full control effect; nearly all actives have a fitted effect of over 65% in size
Target sequence (O75874 whole entry R132H, stated change not applied): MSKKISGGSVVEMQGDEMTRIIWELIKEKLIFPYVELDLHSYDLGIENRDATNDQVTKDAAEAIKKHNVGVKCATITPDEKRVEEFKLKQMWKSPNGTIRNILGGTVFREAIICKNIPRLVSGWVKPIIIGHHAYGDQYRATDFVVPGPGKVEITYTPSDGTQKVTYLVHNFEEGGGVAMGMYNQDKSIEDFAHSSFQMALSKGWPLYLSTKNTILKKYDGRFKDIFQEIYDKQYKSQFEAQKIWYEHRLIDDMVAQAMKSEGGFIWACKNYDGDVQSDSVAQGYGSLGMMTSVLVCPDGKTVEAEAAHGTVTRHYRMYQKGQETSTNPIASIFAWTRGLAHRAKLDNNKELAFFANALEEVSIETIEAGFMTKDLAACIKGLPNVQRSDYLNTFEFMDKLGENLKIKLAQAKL
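IDH1-R132H (0.5 ug/mL) preincubated 30 min with compound, then NADPH (0.016 mM) and alpha-KG (2 mM) added; 80 min at RT, pH 7.5. Remaining NADPH coupled via diaphorase/resazurin to fluorescence (540/590 nm); concentration-response curves normalized to no-enzyme control.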
TrxR1 inh – rat TrxR1 inhibition. O89049. recombinant rTrxR1, NADPH fluorescence consumption, selenite substrate. Potency, µM (highest dose often 114 µM), for inactives: at the top dose activity change, negative = inhibition, usual class: inhibitors. 390,000 tested, 1% active. AID 588453; further: potency means the concentration at half of the fitted maximal effect; on the % scale 0 is the no-effect control and ±100 the full control effect; nearly all actives have a fitted effect of over 65% in size
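Rat TrxR1 (90 nM in the dispensed reagent) was pre-reduced with 400 uM NADPH for 5 min at room temperature, then incubated with compound for 15 min. After 400 uM selenite was added, NADPH fluorescence (Ex 340/Em 450 nm) was followed for 8 min.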
PGK inhibitor – T. brucei PGK inhibition. 380,000 tested, 0.043% active. Potency, µM (highest dose often 57.5 µM), inactives show at the highest dose activity change, negative = inhibition, hits mostly inhibitors. PGK/GAPDH coupled, Kinase-Glo luminescence, 60 min. AID 602233. P07378; further: potency means the concentration at half of the fitted maximal effect; on the % scale 0 is the no-effect control and ±100 the full control effect; nearly all actives have a fitted effect of over 60% in size
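Recombinant glycosomal PGK reaction used 1,3-bisphosphoglycerate generated in-well by GAPDH (100nM final) in 100mM TEA pH 7.6, 5mM MgCl2, 0.01% Tween-20. After 60 minutes at room temperature, ATP was read by Kinase-Glo Plus luminescence end-point.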
* hit, by the source's call; i = inactive; ? = inconclusive; / = not tested or not shown; & = joins results of further samples; [ ] = another dose, or the depositor's remark. Unless noted, the call rests on the fitted dose curve; in most records, active means well fitted curve in the direction sought with a large enough effect; inconclusive means small, poorly fitted or top-dose-only effect, or another doubt; inactive means no such curve, though single readings can be large; an effect the other way counts as inactive or inconclusive. An excerpt. The share of hits here may be higher or lower than overall.

Start of the data: the first 2 records (preview)
No.	mol	TrxR1 substrate	GLS inhibitor	Pin1 inh	HP1b chromo inh	USP1 inh
1	CN(C)CCNC(=O)/C(=C/c1ccc(-c2ccc(Cl)cc2)o1)NC(=O)c1ccccc1	-5%	7%	4%	-8%	-15%
2	N#CCC(=O)NCC1(c2ccccc2)CCCC1	-1%	6%	-8%	24%	-19%

No.	PI4K2A inh	mIDH1 inhibitor	TrxR1 inh	PGK inhibitor
1	-3	3%	-11%	-2%
2	-5	1%	0%	i

The whole of this part, from the first entry:
No.	mol	TrxR1 substrate	GLS inhibitor	Pin1 inh	HP1b chromo inh	USP1 inh
1	CN(C)CCNC(=O)/C(=C/c1ccc(-c2ccc(Cl)cc2)o1)NC(=O)c1ccccc1	-5%	7%	4%	-8%	-15%
2	N#CCC(=O)NCC1(c2ccccc2)CCCC1	-1%	6%	-8%	24%	-19%
3	COc1cc(S(=O)(=O)NCC2CCCO2)ccc1Br (centres undefined)	2%	-3%	2%	12%	-5%
4	Cc1cnc2c3c(cc(Cl)c2c1)-c1ccccc1S(=O)(=O)N3	8%	/	?	-17%	/
5	Cc1nc(C(=O)Nc2ccccc2Cl)cc2c1[nH]c1ccccc12	0%[57.1 µM]	13%	12%	28%	-1%
6	CCCOc1nc(C)cc(COC)c1C(N)=O	10%[57.1 µM]	1%	0%	25%	-15%
7	COC(=O)c1cc2n(n1)CCN(Cc1ccc(F)cc1)C2=O	-14%	-4%	5%	36%	-1%
8	CCOc1ccc(C(=S)N2CCOCC2)cc1OCC	6%[57.1 µM]	3%	-2%	-24%	-14%

No.	PI4K2A inh	mIDH1 inhibitor	TrxR1 inh	PGK inhibitor
1	-3	3%	-11%	-2%
2	-5	1%	0%	i
3	-2	-4%	4%	-2%
4	/	/	32µM*	/
5	4	-8%	31%[57.1 µM]	-4%
6	6	0%	11%[57.1 µM]	-1%
7	-2	1%	-3%[57.1 µM]	-6%
8	-5	0%	7%	-9%

No.	mol	TrxR1 substrate	GLS inhibitor	Pin1 inh	HP1b chromo inh	USP1 inh
9	CCOC(=O)c1cc(-c2cc3ccccc3o2)n[nH]1	-6%	6%	-1%	25%	-3%
10	O=C(c1ccccc1)N1CCN(C(=O)c2cc3nc(-c4ccccc4)cc(C(F)(F)F)n3n2)CC1	0%	1%	-2%	19%	-19%
11	CCc1ccccc1NS(=O)(=O)c1ccc2oc(=O)c3ncn(C)c3c2c1	-12%	-10%	17%	52%[activator]	-6%
12	CC(NC(=O)C(=O)c1cn(CC(=O)N2CCOCC2)c2ccccc12)c1ccccc1 (centres undefined)	-8%	-11%	1%	19%	-17%
13	O=C(c1ccccc1)N1CCN(c2ccc(N3CCOCC3)nn2)CC1	59%[activator]	5%	0%	16%	-13%
14	Cc1onc(-c2ccccc2)c1C(=O)Nc1nncs1	-1%[57.1 µM]	1%	2%	12%	0%
15	CCOC(=O)C(=O)NNc1ccc(F)cc1	7%[57.1 µM]	?	2%	7%	-14%
16	C=CCn1cnnc1SCC(=O)NCC1COc2ccccc2O1 (centres undefined)	-1%	16%	0%	30%	-10%

No.	PI4K2A inh	mIDH1 inhibitor	TrxR1 inh	PGK inhibitor
9	0	2%	-6%	0%
10	-6	1%	-12%	-5%
11	-13	13%	-20%	i
12	4	10%	-19%	-3%
13	4	0%	-15%	-3%
14	2	6%	1%[57.1 µM]	-1%
15	0	1%	5%[57.1 µM]	-6%
16	1	-2%	5%	16%

No.	mol	TrxR1 substrate	GLS inhibitor	Pin1 inh	HP1b chromo inh	USP1 inh
17	COc1ccccc1CN1[C@@H](CC(=O)O)c2ccccc2S1(=O)=O	7%[57.1 µM]	-2%	-2%	37%	?
18	NC(=O)c1nsc(C(=O)N(CC(=O)NCc2ccccc2)c2ccc(F)cc2)c1N	7%	-13%	-3%	19%	-18%
19	CCOc1ccc(NC(=S)NNC(=O)CC(C)O)cc1 (centres undefined)	-15%	?	-3%	34%	-3%
20	O=C(c1ccc(Cl)c(NC2=NC3CS(=O)(=O)CC3S2)c1)N1CCN(c2ccccc2)CC1 (centres undefined)	1%	0%	-9%	63%[activator]	-16%
21	N=C1/C(=C\c2ccc(-c3cccc(Cl)c3)o2)C(=O)N=C2SC=C(c3ccccc3)N12	-1%[57.1 µM]	71%[activator]	?	?	-15%
22	CN1C(=O)NC(NS(=O)(=O)c2ccc(N)cc2)(C(F)(F)F)C1=O (centres undefined)	4%[57.1 µM]	11%	-5%	22%	-4%
23	CCSC1(SCC)N=C(N)C2(C#N)C(c3ccccc3)NC3=C(CCC3)C12C#N (centres undefined)	-1%	14%	?	42%[activator]	1%
24	COc1cc(/C=N/NC(=O)c2ccc(CN3c4cccc5cccc(c45)S3(=O)=O)cc2)cc(OC)c1O	63%	2%	8%	57%[activator]	-6%

No.	PI4K2A inh	mIDH1 inhibitor	TrxR1 inh	PGK inhibitor
17	-2	-3%	14%[57.1 µM]	3%
18	-3	-2%	14%	0%
19	-1	0%	5%[57.1 µM]	-5%
20	-6	-6%	26%	-1%
21	-7	0%	-19%[57.1 µM]	-7%
22	2	-6%	17%[57.1 µM]	i
23	8	2%	?	-1%
24	-3	7%	26%[57.1 µM]	i

No.	mol	TrxR1 substrate	GLS inhibitor	Pin1 inh	HP1b chromo inh	USP1 inh
25	CC(=O)c1sc(NC(=O)C2CCN(C(=O)c3ccc(F)cc3)CC2)nc1-c1ccccc1	0%	2%	3%	13%	-17%
26	Cc1ccc(C(=O)c2cn(Cc3cccc(F)c3)c3nc(C)ccc3c2=O)cc1	-6%	1%	?	13%	?
27	CC(C)OC(=O)C1CC(C)(O)C(=O)C(C(=O)OC(C)C)C1c1ccc([N+](=O)[O-])cc1 (centres undefined)	-4%	6%	-2%	12%	-13%
28	CC1CN(C(=O)COC(=O)c2ccc(C#N)cc2)CC(C)O1 (centres undefined)	5%	8%	-11%	39%	-19%
29	S=C(NCc1ccco1)Nc1ccc(Cl)cn1	-9%	-6%	-6%	10%	-10%
30	Cc1ccc(CNC(=O)C2CCCN(S(=O)(=O)c3cccc4nsnc34)C2)cc1 (centres undefined)	-2%	-3%	8%	37%	-25%
31	COc1ccc(S(=O)(=O)N2CCN(C(=O)CCC3CCCC3)CC2)cc1	-10%	6%	?	28%	-1%
32	COc1ccc(CNc2ncnc3nc[nH]c23)cc1OC	18%&0%	/	-6%&2%	45%&44%[activator]	/

No.	PI4K2A inh	mIDH1 inhibitor	TrxR1 inh	PGK inhibitor
25	3	9%	8%	0%
26	-1	-8%	11%	-7%
27	3	7%	24%[57.1 µM]	-7%
28	-5	-1%	20%	6%
29	2	9%	?	i
30	0	4%	8%	i
31	1	1%	-18%	9%
32	/	/	38%&-25%[activator]	/

No.	mol	TrxR1 substrate	GLS inhibitor	Pin1 inh	HP1b chromo inh	USP1 inh
33	Cn1c(=O)[nH]c(=O)c2c1nc(N1CCN(Cc3ccccc3)CC1)n2CCCc1ccccc1	10%	6%	12%	8%	-11%
34	Cc1ccc(C)c(-c2ccc(=O)n(C(C)C(=O)Nc3ccccc3C(F)(F)F)n2)c1 (centres undefined)	-1%	3%	-5%	39%[activator]	-7%
35	Cc1ccc(OCc2nc3c4c(ncn3n2)-c2ccccc2CC42CCCC2)cc1	1%	0%	8%	74%[activator]	-17%
36	COCc1c(C(=O)N/N=C(\C)c2ccncc2)nnn1-c1nonc1N	-6%	-3%	3%	28%	-20%
37	c1ccc(OCCCn2nnc(-c3ccncc3)n2)cc1	6%	35%[activator]	-2%	35%	-7%
38	Fc1ccc(-c2cn3cc(Cc4ccc(Cl)cc4)sc3n2)cc1	1%	8%	14%	40%[activator]	-15%
39	CCCCC(=O)NC(=S)NNC(=O)CCc1ccccc1	3%	9%	-10%	38%	-23%
40	O=C(Nc1ccccc1C(=O)NCCN1CCOCC1)c1cccc([N+](=O)[O-])c1	2%	-3%	-11%	31%	-19%
41	CC(OC(=O)c1cccnc1Cl)C(=O)NC1CCCCC1 (centres undefined)	/	-1%	/	/	-11%
42	O=C(CCc1ccccc1)N[C@@H]1c2ccccc2CC[C@H]1OCc1ccccc1	4%	1%	0%	18%	-9%
43	CC(=O)Nc1ccc(S(=O)(=O)N2CCN(Cc3nc4sc(C)c(C)c4c(=O)[nH]3)CC2)cc1	-1%	-8%	-3%	72%[activator]	-7%

No.	PI4K2A inh	mIDH1 inhibitor	TrxR1 inh	PGK inhibitor
33	1	8%	20%	-2%
34	-5	8%	3%	7%
35	2	4%	-2%	-3%
36	0	-7%	-1%	-7%
37	0	4%	2%	8%
38	-4	-12%	13%	2%
39	3	2%	-3%	-7%
40	0	10%	-4%	-8%
41	-3	-5%	/	1%
42	-3	11%	29%	i
43	-5	-8%	11%	-5%

A draw from above in order of SMILES length, ascending.
No.	mol	TrxR1 substrate	GLS inhibitor	Pin1 inh	HP1b chromo inh	USP1 inh
37	c1ccc(OCCCn2nnc(-c3ccncc3)n2)cc1	6%	35%[activator]	-2%	35%	-7%
36	COCc1c(C(=O)N/N=C(\C)c2ccncc2)nnn1-c1nonc1N	-6%	-3%	3%	28%	-20%
42	O=C(CCc1ccccc1)N[C@@H]1c2ccccc2CC[C@H]1OCc1ccccc1	4%	1%	0%	18%	-9%

No.	PI4K2A inh	mIDH1 inhibitor	TrxR1 inh	PGK inhibitor
37	0	4%	2%	8%
36	0	-7%	-1%	-7%
42	-3	11%	29%	i

Assay outcomes as filed in PubChem BioAssay.
